HGIII-sPLA2 inh = Inhibits HGIII-sPLA2 liposome hydrolysis, primary screen; Q9NZ20; QFRET BODIPY PC-A2 liposome hydrolysis, fluorescence; inhibition, % at 12.2 µM; actives 0.56% (n = 370,000);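 active = inhibition above mean plus 3 SD of compounds lying within the high and low control bounds, cut at about 19% in these data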;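 note: 0% = median of test compound wells and 100% = no enzyme DMSO wells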
DAX1 inh-1 = inhibitors of human orphan nuclear receptor DAX1 (NR0B1); AID 504766; actives 0.99% (n = 340,000); inhibition, % at 6.75 µM; HEK293 Gal4-DAX1 luciferase reporter, luminescence;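 active = inhibition above the mean over all tested compounds plus 3 SD, cut at about 4.2% in these data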;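 note: 0% = DAX1-transfected cells with DMSO and 100% = empty-vector control cells with DMSO; inhibition shows as a rise in luminescence from relieved DAX1 repression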
hcDAF12 agonist = H. contortus DAF-12 activation, primary screen; HEK293 hcDAF-12 lit1-tk-luc reporter, luminescence; 0% DMSO, 100% Δ7-dafachronic acid; activation, % at 6.8 µM; actives 1.4% (n = 370,000); AID 652067;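 active = activation above the mean of all tested compounds plus 3 SD, cut at about 5.5% in these data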;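 note: 100% = response to 3 µM Δ7-dafachronic acid high control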
NPR1 activator = GC-A (human) enzyme activation. activation, % at 10 µM. AID 1671463. P16066. actives 0.14% (n = 370,000). HEK293 GC-A cells, cGMP TR-FRET, EC30 ANP; 0% at EC30 ANP, 100% saturating ANP; in the data active = activation above about 40%
Target sequence (P16066 whole entry, looked up): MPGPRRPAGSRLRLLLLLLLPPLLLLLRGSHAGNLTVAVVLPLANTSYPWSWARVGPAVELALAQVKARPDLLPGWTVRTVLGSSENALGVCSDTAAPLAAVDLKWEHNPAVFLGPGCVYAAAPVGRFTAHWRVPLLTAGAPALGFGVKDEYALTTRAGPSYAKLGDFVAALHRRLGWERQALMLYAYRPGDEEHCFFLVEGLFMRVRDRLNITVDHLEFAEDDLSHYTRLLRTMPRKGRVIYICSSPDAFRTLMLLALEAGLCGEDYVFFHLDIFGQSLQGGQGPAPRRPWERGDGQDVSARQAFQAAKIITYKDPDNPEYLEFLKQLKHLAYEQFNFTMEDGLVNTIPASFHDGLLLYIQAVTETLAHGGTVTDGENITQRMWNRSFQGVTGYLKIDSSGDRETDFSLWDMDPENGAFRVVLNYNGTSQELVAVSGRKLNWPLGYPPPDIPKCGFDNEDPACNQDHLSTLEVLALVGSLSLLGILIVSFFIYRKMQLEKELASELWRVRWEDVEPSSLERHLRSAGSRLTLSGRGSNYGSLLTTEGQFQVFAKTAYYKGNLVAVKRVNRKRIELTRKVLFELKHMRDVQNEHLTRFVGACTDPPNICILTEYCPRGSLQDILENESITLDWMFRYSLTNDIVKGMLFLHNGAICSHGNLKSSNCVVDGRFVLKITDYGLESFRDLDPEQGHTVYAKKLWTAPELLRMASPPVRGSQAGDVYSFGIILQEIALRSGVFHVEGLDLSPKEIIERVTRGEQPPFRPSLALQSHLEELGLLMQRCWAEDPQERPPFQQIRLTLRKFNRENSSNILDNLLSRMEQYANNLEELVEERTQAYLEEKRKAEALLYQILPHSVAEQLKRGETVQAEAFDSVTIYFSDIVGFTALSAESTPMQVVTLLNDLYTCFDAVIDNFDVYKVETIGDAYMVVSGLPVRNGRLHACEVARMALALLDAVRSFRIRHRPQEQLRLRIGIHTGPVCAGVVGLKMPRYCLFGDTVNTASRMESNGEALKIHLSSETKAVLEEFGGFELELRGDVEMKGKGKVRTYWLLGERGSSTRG
ssDAF12 agonist = activates DAF-12 receptor from parasite S. stercoralis; HEK293 ssDAF-12/GRIP1 lit1-tk-luc reporter, luminescence; % of 3 µM dafachronic acid response; activation, % at 6.8 µM; actives 1% (n = 370,000);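 active = activation above the mean over all tested compounds plus 3 SD, cut at about 0.9% in these data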;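 note: 0% = DMSO-only wells and 100% = 3 µM delta7-dafachronic acid wells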
DAX1 inh-2 = DAX1 (NR0B1) inhibition, primary screen; actives 1.1% (n = 370,000); AID 652010; inhibition, % at 6.8 µM; HEK293T StAR-luciferase reporter, SF-1/DAX-1 repression relief;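 active = inhibition above the mean over all tested compounds plus 3 SD, cut at about 3.6% in these data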;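 note: 0% = DAX-1 cells with DMSO and 100% = cells lacking DAX-1 with DMSO; higher inhibition means more luminescence from relief of DAX-1 repression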
hgDAF-12 ag = activates the H. glycines DAF-12 receptor ligand-binding domain | HEK293 GAL4-hgDAF12 UAS-luciferase reporter, agonist luminescence; normalized to butyrate control | activation, % at 6.8 µM | actives 1.8% (n = 370,000) | AID 687014;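 active = activation above a cutoff set at the mean of all screened compounds plus 3 SD, cut at about 10% in these data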;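 note: 0% = DMSO wells and 100% = sodium butyrate wells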
NPR2 activator = GC-B (human) receptor activation; HEK293-GC-B cells, CNP EC30, cGMP TR-FRET; 0% at EC30 CNP, 100% saturating CNP; activation, % at 10 µM; actives 0.11% (n = 370,000);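 active = activation at 10 µM reaching about 35% in either raw or pattern-adjusted values, limit read from the data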
SMARCA2 activ = SMARCA2 function activation, primary screen; activation, % at 9.1 µM; MG213 cells, MMTV-luciferase reporter, dexamethasone, overnight; AID 652017; actives 1% (n = 370,000); in the data active = activation above about 7.8%;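 note: 0% = vehicle wells and 100% = reference activator wells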
FXN GAA850 act = increases GAA850 frataxin promoter reporter activity; HEK293 lucGAA850 FXN promoter luciferase reporter, 24 h; percent of 10 µM SAHA response; actives 0.56% (n = 360,000); activation, % at 6 µM;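 active = activation above the average of all compounds screened plus 3 SD, cutoff fixed separately per campaign, cut at about 7.5% in these data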;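 note: 0% = DMSO wells and 100% = 10 µM SAHA wells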
KLK7 zymogen act = activates the human kallikrein-7 zymogen | P49862 | purified proKLK7, EDANS-DABCYL substrate fluorescence; 100% is mature enzyme control, 0% vehicle | activation, % at 7 µM | actives 0.9% (n = 370,000) | AID 652039;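 active = activation above the mean of all tested compounds plus 3 SD, computed per campaign excluding outliers beyond control limits, cut at about 13% in these data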
Active calls of the source: *; . = not tested or not shown. This is a random part of the collection; overall some 6.7% were active at least once.

SMILES	HGIII-sPLA2 inh	DAX1 inh-1	hcDAF12 agonist	NPR1 activator	ssDAF12 agonist	DAX1 inh-2	hgDAF-12 ag	NPR2 activator	SMARCA2 activ	FXN GAA850 act	KLK7 zymogen act
Cc1nc(NC(=O)c2ccc(Cl)cc2)sc1Cc1ccc2c(c1)OCO2	-1	0.2	-2.2	-5	-0.3	0.3	3.8	-4	-4	-3.2	-8.3
CN(C(=O)COC(=O)c1cccc(S(=O)(=O)N2CCCCC2)c1)C1CCS(=O)(=O)C1 (stereo not given)	10	0.3	0.2	2	-0.8	-0.5	-0.9	-2	0	2.6	-0.1
Nc1cc(=O)[nH]c(SCC(=O)Nc2cccc(Cl)c2Cl)n1	8	0.4	0.3	-1	-1.8	-0.6	0.1	4	-5	0.5	0.9
CN1CCN(C(=O)CSc2nc3c(c(=O)n(C)c(=O)n3C)n2C)CC1	1	0.0	0.0	2	-0.7	-0.1	3.4	2	-2	-0.5	0.2
O=C(CSCC(=O)NN=Cc1ccccc1O)NN=Cc1ccccc1O	-12	0.0	-1.3	-1	-1.4	-2.2	-4.3	-1	-3	-3.9	-23
CC(C)CNC(=O)C1CSCCS(=O)(=O)N1Cc1ccccc1 (stereo not given)	10	.	1.6	2	-0.7	-1.0	2.0	-3	-5	.	-0.3
COc1ccc(OC)c(COC(=O)c2cccc(S(=O)(=O)N3CCCCC3)c2)c1	-1	-1.1	-1.7	2	-1.1	-0.3	-3.1	0	-2	0.6	0.1
CC(C)CCNC(=O)C1CCC(CNc2c(N3CCCC3)c(=O)c2=O)CC1 (stereo not given)	3	-0.3	-0.3	1	-1.4	0.1	4.2	1	0	0.9	-0.3
O=C(COc1ccccc1[N+](=O)[O-])Nc1ccc(N2CCN(C(=O)c3cccs3)CC2)cc1	-3	-3.0	-2.0	2	-2.2	-0.9	-5.7	6	0	-4.7	0.3
Cc1c(NS(=O)(=O)c2cc(C(=O)NCc3cccnc3)cc(Cl)c2Cl)c(=O)n(-c2ccccc2)n1C	-5	-2.2	-1.1	2	-0.4	-0.2	-1.8	-1	-2	0.6	-0.4
NC(=O)C1CCN(C(=O)CCSc2ccccc2)CC1	6	0.7	2.7	3	0.1	1.5	7.3	2	0	2.0	0.1
CCN(CC)c1ccc(NC(=O)c2cccc(C)c2OC)c(C)c1	12	1.1	-0.2	-5	-1.2	1.6	9.4	-4	8.2*	4.2	0.5
Cc1[nH]c2ccccc2c1C(C#N)(C#N)C1C(=O)c2ccccc2C1=O	15	-1.9	0.0	-9	0.3	-2.0	-3.3	-8	-3	-1.9	0.8
CN(C)S(=O)(=O)c1cccc(NC(=O)c2cc(=O)[nH]c(=O)[nH]2)c1	-2	0.6	-1.9	2	-0.5	-0.2	-1.2	1	2	1.1	0.0
COc1cccc(-c2nnc(SCC(=O)Nc3ccc(Oc4ccccc4)cc3)n2Cc2ccco2)c1	-13	.	-4.0	5	-1.5	-0.4	-0.8	7	-6	.	0.9
O=C(NCCSc1ccccc1)c1ccccc1	-2	2.7	4.8	3	0.2	3.3	12*	-1	1	1.4	0.4
O=C(OCCNc1nc(-c2ccccc2)nc2ccccc12)c1cccnc1	-15	-1.4	-2.2	4	-2.2	-1.0	-4.8	1	0	1.6	0.4
COc1ccccc1OCC(=O)NC1CCCCCC1	1	1.0	0.1	2	0.2	0.8	1.5	-2	1	3.1	0.7
O=S(=O)(c1ccc2ncn(O)c2c1)N1CCOCC1	4	0.4	-0.6	-2	-1.0	-0.5	1.1	-4	6	0.2	-0.5
Cc1ccc(S(=O)(=O)Nc2cccc(CP(=O)(c3ccccc3)c3ccccc3)c2)cc1	-9	-0.1	-1.8	-1	-1.3	0.1	-0.5	1	-3	-1.7	-0.1
Cc1ccc2c(c1)c1c(n2CC(O)CNC(C)(C)C)CCCC1 (stereo not given)	1	-0.2	0.5	.	-1.5	0.8	-3.1	.	-2	-3.0	2.7
COc1ccc(F)cc1S(=O)(=O)Nc1cc2c3c(c1)CC(=O)N3CCC2	-24	-0.6	0.6	-1	-0.7	0.1	-4.2	-4	-4	3.6	0.4
CCCc1cc(=O)[nH]c(SCC(=O)Nc2ccc(OC(F)F)cc2)n1	-6	0.2	-1.9	-4	-0.5	-0.2	0.6	-6	-2	-0.4	0.1
CCOC(=O)C(=O)Nc1ccc(OCc2ccccc2)cc1	7	-0.5	-0.9	16	-1.4	0.2	-1.6	4	-5	1.3	0.1
O=C(CSc1nncs1)N1CCN(S(=O)(=O)c2ccccc2)CC1	0	-0.1	1.2	1	-1.0	0.5	-0.1	-1	0	0.6	-0.5

(further entries)
SMILES	HGIII-sPLA2 inh	DAX1 inh-1	hcDAF12 agonist	NPR1 activator	ssDAF12 agonist	DAX1 inh-2	hgDAF-12 ag	NPR2 activator	SMARCA2 activ	FXN GAA850 act	KLK7 zymogen act
CCSc1cc(C)nc2c(-c3ccc(Cl)cc3)c(C)nn12	8	0.5	-1.9	4	-1.6	-1.1	0.6	1	1	-1.6	0.1
COc1ccc(Cc2noc(CN3CCCN(C4Cc5ccccc5C4)CC3)n2)cc1OC	-6	0.3	-0.2	0	-0.6	-0.2	-1.4	-1	0	2.4	0.2
C=CCNC(=O)COC(=O)CNC(=O)c1cc(Cl)cc([N+](=O)[O-])c1	-4	-0.9	-1.0	6	-1.0	-0.2	0.9	3	-2	2.3	0.4
CN(C)S(=O)(=O)c1ccc(NC(=O)COC(=O)C2CC3CCCC(C2)C3=O)cc1 (stereo not given)	1	2.1	-1.3	2	-1.6	-1.1	2.1	-2	-1	1.3	-0.3
O=C(Nc1ccccc1)C1CCN(C(=O)c2ccc([N+](=O)[O-])cc2)CC1	0	-1.4	-1.3	-4	-1.3	-0.2	-0.1	0	-1	0.8	-1.0
Cc1ccc(NC(=O)CN2C(=O)NC(C)(C3CC3)C2=O)c([N+](=O)[O-])c1 (stereo not given)	4	0.7	0.6	-2	-1.0	0.5	-1.4	0	0	-1.3	0.5
O=C(CCl)N1N=C(c2cccs2)CC1c1ccco1 (stereo not given)	-1	-2.3	-0.9	4	-1.7	-1.2	-1.3	3	-6	-12	-0.6
CCOc1ccc(S(=O)(=O)n2cc(-c3ccccc3)c(N)n2)cc1	-10	1.0	-0.3	-2	-1.1	0.4	2.4	-5	-2	1.8	0.1
COC(=O)c1c(NC(=O)COC(=O)CCS(=O)(=O)c2ccc(C)cc2)sc(C)c1C	-13	0.6	-1.3	-4	-0.9	-0.1	-1.8	-1	-3	-1.9	3.2
CC1=NN(c2ccccc2)C(=O)/C1=C/c1cc(C)n(C2CC2)c1C	-2	0.8	0.5	2	-0.1	-0.2	2.7	-7	2	0.4	-1.1
COc1ccc(Cn2c(CCC(=O)Nc3ccc(C)c(C)c3)nc3cccnc32)cc1	-21	-1.1	-1.6	12	-1.2	-0.5	-1.5	20	2	1.9	-0.3
CCOC(=O)[C@]12CCCC=C1N(CCC1=CCCCC1)C(=O)[C@H](CC(=O)NCc1ccc(C)o1)C2	-5	.	-1.2	-2	-1.2	-0.8	1.6	4	-4	.	0.5
Cc1ccc(S(=O)(=O)N(Cc2ccccc2)c2ccccc2C(=O)NCc2ccco2)cc1	-20	-0.4	-2.5	-2	-1.7	-0.4	-1.3	-2	-3	-2.6	0.4
CCCCCC1CC(CC(=O)NC(=S)Nc2ccc([N+](=O)[O-])cc2)C(=O)O1 (stereo not given)	-9	-0.1	-0.9	-2	-1.2	0.3	1.1	7	-1	2.0	-0.2
NC(=O)C1CCN(c2cc(Cl)ccc2[N+](=O)[O-])CC1	8	-0.4	-2.0	1	-1.2	-0.7	-0.4	0	-1	2.4	-0.3
CC(C)n1c(CNC(=O)c2ccccc2)nc2ccccc21	9	0.1	-1.3	1	-1.2	0.0	-3.0	4	-2	-0.7	0.6
Cc1snc(S(=O)(=O)/C(C#N)=N\Nc2ccccc2)c1C#N	-2	-0.6	-0.5	-1	-0.7	0.2	1.6	2	-2	-0.7	0.7
Cc1c(CCO)c(=O)n(C)n1C(=O)c1ccc(F)cc1	10	-0.7	-1.1	1	-1.2	0.2	-2.2	-1	-1	0.1	-0.6
CCOC(=O)CC(=O)CSc1nc2c(sc(=S)n2-c2ccc(OCC)cc2)c(=O)[nH]1	-37	-2.1	-0.8	-5	-1.4	0.0	-3.4	0	-8	-3.3	-0.2
Cc1cccc(OCC(=O)Nc2nc(-c3ccncc3)cs2)c1	-5	-0.1	-2.3	-4	-1.5	-1.1	0.1	-4	0	-0.6	0.3
CCCC(=O)Nc1sc2c(c1C#N)CCCC2	3	-0.5	1.4	-3	-1.1	1.0	5.9	-3	2	4.1	0.2
O=c1c2cc(-c3ccccc3)sc2ncn1-n1cccc1	0	2.0	0.6	-2	-0.8	1.6	4.1	4	0	3.9	0.0
COc1ccc(OC)c(S(=O)(=O)NC(=O)C2(C)CCN2C(=O)c2ccco2)c1 (stereo not given)	-2	.	0.3	5	-1.2	1.2	-2.3	0	2	-0.8	-0.8
Cc1cccc(NC(=O)c2ccc(S(=O)(=O)N3CCN(C)CC3)cc2)c1C	0	1.7	4.0	0	-1.1	0.2	-0.6	-1	-1	0.4	-0.4
CC(OC(=O)CCc1nc2ccccc2[nH]c1=O)C(=O)c1ccccc1 (stereo not given)	1	0.3	-2.4	-4	-1.7	-0.3	1.2	1	-1	0.3	2.7

Next part
SMILES	HGIII-sPLA2 inh	DAX1 inh-1	hcDAF12 agonist	NPR1 activator	ssDAF12 agonist	DAX1 inh-2	hgDAF-12 ag	NPR2 activator	SMARCA2 activ	FXN GAA850 act	KLK7 zymogen act
CC(NS(=O)(=O)/C=C/c1ccccc1)c1ccccc1 (stereo not given)	-2	-0.6	-3.0	0	-1.6	0.1	-0.8	9	1	-0.5	0.0
CCOc1ccc(NC(=O)NNC(=O)COc2ccc3ccccc3c2)cc1	-16	-0.7	1.5	2	-1.1	0.4	2.3	-2	-2	0.2	-0.3
COc1ccc(OC)c(NC(=O)CCN2CCN(c3ccccc3)CC2)c1	-7	-0.2	0.2	0	-0.3	0.3	-2.4	-4	0	2.3	-0.2
CCOc1cc(/C=C/C(=O)c2ccc(O)cc2)ccc1OCC(=O)N(C)C	-16	-1.2	-2.9	-3	-0.6	-0.7	0.0	-2	0	-0.5	8.8
O=C(Cn1c(=O)sc2ccccc21)N1CCOCC1	6	-1.2	-0.5	0	-1.7	0.2	-0.6	2	0	-0.2	-0.3
O=C1CC(c2ccccc2)Sc2nc(-c3ccccc3)c(-c3ccccc3)n21 (stereo not given)	-4	-0.5	-3.0	-4	-1.4	0.8	-0.9	-8	1	-1.8	-0.2
Oc1c(Cl)cc(Cl)cc1/C=N/Nc1ncc(Br)cn1	2	2.9	-0.8	2	-1.0	-0.1	-3.6	-14	-1	1.6	0.6
CC(C)(CNC(=O)c1cc(Cl)c(O)c(Cl)c1)N1CCCCC1	-1	-0.9	-0.9	1	-1.5	0.6	1.2	4	-2	3.5	0.0
COC(=O)c1ccccc1NC(=O)Cc1nc(-c2ccccc2)sc1-c1ccc(C)cc1	1	-1.2	2.6	-8	-0.1	0.4	1.3	-4	-1	5.4	0.2

Assay outcomes as filed in PubChem BioAssay.
